Screening results as filed in PubChem.
TcdB inh = blocks C. difficile toxin B glycohydrolase activity | 0.24% of 350,000 active | AID 652162 | TcdB glycohydrolase enzymatic assay, plate reader | inhibition, % at 9.99 µM; in the data active = inhibition above about 10%
CCHF vOTU inh = CCHFV vOTU protease inhibition; AID 651958; Pep-AMC fluorescence; inhibition, % at 11.5 µM; 0.55% of 370,000 active; in the data active = inhibition above about 30%; note: 0% = vehicle wells with enzyme and 100% = no enzyme wells
BoNT-F LC inh = blocks Botulinum neurotoxin F light chain protease. 0.22% of 360,000 active. Multiplex microsphere protease cleavage assay, flow cytometry. inhibition, % at 10 µM. AID 588497; in the data active = inhibition above about 35%, passing the limit was not always enough; inconclusive = no clear call, values can overlap the other calls; note: plate controls were buffer without enzyme for full effect and enzyme alone for no effect
FadD28 binding = M. tuberculosis FadD28 bisubstrate binding inhibition; FadD28 bisubstrate probe binding, fluorescence polarization; inhibition, % at 12.5 µM; 0.22% of 360,000 active; in the data active = inhibition above about 8.5%, passing the limit was not always enough; inconclusive = no clear call, values can overlap the other calls
BoNT-A LC inh2 = inhibitors of Botulinum neurotoxin A light chain protease; multiplex microsphere protease substrate cleavage, flow cytometry; inhibition, % at 10 µM; 0.17% of 360,000 active; note: plate controls were buffer without enzyme for full effect and enzyme alone for no effect
Yp Topo-I inh = blocks Yersinia pestis topoisomerase I activity | Y. pestis Topo-I cleavage product accumulation, plate reader | activity, % at 10 µM | 0.064% of 360,000 active; in the data active = activity above about 50%, passing the limit was not always enough; inconclusive = no clear call, values can overlap the other calls; note: inactives centre near 2
PrPC surface inh = inhibitors of human cell surface prion protein PrPC; P04156; TR-FRET read-out; inhibition, % at 13.8 µM; 0.43% of 370,000 active; in the data active = inhibition above about 24%; note: 0% = median of the test wells and 100% = reference compound wells
Anthrax LF prot = blocks Bacillus anthracis lethal factor protease | P15917 | multiplex microsphere protease cleavage assay, LF | inhibition, % at 10 µM | 0.12% of 360,000 active | AID 588501; note: plate controls were buffer without enzyme for full effect and enzyme alone for no effect
Target sequence (P15917 whole entry, looked up): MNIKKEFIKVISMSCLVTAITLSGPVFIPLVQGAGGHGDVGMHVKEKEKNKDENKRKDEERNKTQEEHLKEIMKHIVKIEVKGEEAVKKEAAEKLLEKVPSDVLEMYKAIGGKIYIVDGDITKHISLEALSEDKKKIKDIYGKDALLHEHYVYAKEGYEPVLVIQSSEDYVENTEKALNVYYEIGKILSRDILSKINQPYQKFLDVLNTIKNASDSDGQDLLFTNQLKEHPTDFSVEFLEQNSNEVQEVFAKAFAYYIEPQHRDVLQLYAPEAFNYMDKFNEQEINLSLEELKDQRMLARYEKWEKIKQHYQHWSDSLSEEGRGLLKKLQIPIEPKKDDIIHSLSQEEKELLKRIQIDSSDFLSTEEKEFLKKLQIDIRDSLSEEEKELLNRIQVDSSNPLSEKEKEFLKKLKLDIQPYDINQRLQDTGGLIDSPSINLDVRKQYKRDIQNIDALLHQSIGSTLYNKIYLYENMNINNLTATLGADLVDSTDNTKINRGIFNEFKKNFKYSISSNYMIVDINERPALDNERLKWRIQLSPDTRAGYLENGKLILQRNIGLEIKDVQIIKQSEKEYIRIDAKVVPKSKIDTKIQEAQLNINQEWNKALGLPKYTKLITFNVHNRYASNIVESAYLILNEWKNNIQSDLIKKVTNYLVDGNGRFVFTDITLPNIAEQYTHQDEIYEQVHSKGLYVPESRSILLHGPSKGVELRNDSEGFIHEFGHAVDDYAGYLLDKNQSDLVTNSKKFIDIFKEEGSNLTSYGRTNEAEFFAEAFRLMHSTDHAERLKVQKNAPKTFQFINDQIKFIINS
PfHsp40 rescue = compounds rescuing yeast from Plasmodium falciparum HSP40 toxicity | S. cerevisiae expressing PfHsp40, growth rescue, ATP luminescence | growth rescue, % at 12.5 µM | 0.68% of 340,000 active | AID 504582; in the data active = growth rescue above about 28%, passing the limit was not always enough; inconclusive = no clear call, values can overlap the other calls;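 note: yeast W303a lacking pdr1 and pdr3 grown in galactose medium; growth measured after three days at 30 °C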
* marks the source's active call; other numbers are inactive results; ? = inconclusive; . = not tested or not shown; & = joins results of further samples. Cut-off read from the data, not from the text of the source, unless noted: active = inhibition above about 30%; inconclusive = no clear call, values can overlap the other calls; inactive = below that. Not a hit list; 2.3% or so of the library scored in one or more.

Each structure is followed by: TcdB inh	CCHF vOTU inh	BoNT-F LC inh	FadD28 binding	BoNT-A LC inh2	Yp Topo-I inh	PrPC surface inh	Anthrax LF prot	PfHsp40 rescue
> O=C(NCc1ccc(F)cc1)c1ccc(CS(=O)(=O)Cc2ccccc2F)o1
 : .	-4	-5	-2.4	-0.8	-9	9	3	-1.2
> C=CCOC(=O)C1=C(C)NC(SCC(=O)N(CC)CC)=C(C#N)C1c1ccccc1 (stereo not given)
 : .	14	-26	-1.9	-1.1	17	29*	-4	3.1
> Cc1cccc(C(=O)Nc2sc(-c3ccccc3)cc2C(=O)O)c1
 : 1.2	5	-7	24*	0.9	-6	-3	8	9.8
> CCOC(=O)[C@@H]1[C@H]2COc3ccc(Br)cc3[C@@H]2N2C(=O)N(c3ccc(C(F)(F)F)cc3)C(=O)[C@]12C
 : 1.5	9	-11	-6.2	0.1	15	-3	5	2.6
> COCc1nc2oc3ccc(F)cc3c(=O)c2cc1C(=O)OC
 : 2.2	-9	?	.	-0.4	-9	-3	11	-0.2
> C/C(Cc1ccccc1)=N/NC(=O)CNC(=O)C(c1ccccc1)c1ccccc1
 : 1.0	-6	-3	-1.0	0.2	4	4	12	-1.3
> CC1CCCC(NC(=O)C2CCN(S(=O)(=O)N3CCC4(CC3)OCCO4)CC2)C1C (stereo not given)
 : .	0	3	-1.2	-0.1	1	-7	2	0.0
> COC(=O)c1ccc(-n2c(C)cc(C(=O)COC(=O)CC3Sc4ccccc4NC3=O)c2C)cc1 (stereo not given)
 : 1.2	-4	-9	-1.2	-1.5	0	4	-4	0.3
> CCCCN(C(=O)CSc1c(C)c(C)cc(C)c1C)c1c(N)n(CCC)c(=O)[nH]c1=O
 : -0.6	-9	4	.	-1.1	-7	-1	-6	-0.1
> Cc1cc(/N=C/N(C)C)on1
 : -0.2	-2	1	-0.1	-0.7	4	-5	-1	-0.6
> COc1ccc(OC)c(NC(=O)c2ccc(CSc3nnc(C)s3)cc2)c1
 : 0.5	-1	-2	-2.1	0.5	15	3	-1	1.3
> CSc1ccc(NC(=O)NCCCN2CCN(c3ccccc3F)CC2)cc1
 : .	.	14	-0.5	1.2	0	.	-8	-0.9
> COc1ccc(CCN2C(=O)C3C4C=CC(C5CC45)C3C2=O)cc1OC (stereo not given)
 : 0.1	4	4	-0.2	0.4	-3	0	2	0.4
> COc1ccc(CC(=O)NNC(=O)c2ccco2)cc1
 : -0.6	-10	0	-1.9	0.6	-8	7	-12	0.0
> COc1cc(C(=O)C(=O)c2ccc(OC)c(OC)c2)ccc1O
 : -3.3	13	6	-4.4	-0.4	8	4	6	0.6
> N/C(=N\OCc1ccccc1)c1nonc1N
 : 1.5	-2	4	-2.1	-1.0	10	-1	7	-1.5
> CC(C)C(=O)Nc1c(-c2ccccc2)c(=O)c2ccccc2n1C
 : -0.9	2	-11	1.0	0.1	2	0	-4	-2.0
> O=C(CCc1ccncc1)NC1CCCc2c1cnn2-c1cc(F)cc(F)c1 (stereo not given)
 : .	.	-7	-0.8	3.1	4	.	-3	-1.1
> COc1ccc(CCN(CC(=O)NCc2ccc(F)cc2)C(=O)c2snc(C(N)=O)c2N)cc1OC
 : -1.6	-8	-18	-1.1	-0.4	3	4	-17	0.1
> Cc1ccc(C(=O)OCC(=O)NC(C)c2ccccc2)cc1C (stereo not given)
 : 2.2	-2	-7	.	-0.8	-2	2	4	-0.1
> O=C(Cc1ccc(Br)cc1)Nc1ccc(S(=O)(=O)N2CCCC2)cc1
 : 1.6	2	-4	-6.1	1.9	26	-5	-3	7.0
> CC(C)c1ccc(/C=C2\SC(N3CCCC3)=NC2=O)cc1
 : .	19	-5	0.4	0.1	-9	-14	0	-0.3
> COc1ccc(CN(C)CCCn2cnc3c(OCc4ccccc4)ncnc32)cc1
 : 1.2	-7	-2	-2.7	-0.3	25	-11	-2	-0.3
> COCOc1ccc(C2CC(=O)c3c(OCOC)cc(OCOC)cc3O2)cc1 (stereo not given)
 : 0.8	-2	-2	-1.2	-0.7	23	-5	8	-1.1
> O=C(CCc1ccccc1)Nc1cccnc1
 : -0.3	-12	-29	.	-4.2	1	4	2	-0.4
> CCCn1c(-c2ccncc2)n[nH]c1=S
 : 4.2	-10	-4	-1.1	0.2	4	-5	1	?
> CCCCNS(=O)(=O)c1cc2c3c(c1)CCN3C(=O)CC2
 : -0.3	-1	-2	0.2	-1.3	6	-1	-3	0.1
> O=C(NCC1CC1)C1(C(F)(F)F)CC(CCCO)CCCO1 (stereo not given)
 : 2.8	-3	0	-4.6	-0.1	8	-3	0	-0.7
> C/C=C/c1cnc2c(c1)C(=O)N([C@H](C)CO)C[C@@H](C)[C@@H](CN(C)C(=O)NC1CCCC1)O2
 : -0.3&-1.5&-1.3	-4	4	-4.8	0.1	-4	-5	-7	.
> CC1=C(C(=O)N2CCOCC2)C(c2ccc(Cl)cc2)NC(=S)N1 (stereo not given)
 : 0.5	-17	-2	-4.3	0.6	0	-5	-1	-0.6
> O=C(NCCN1CCC(n2c(=O)[nH]c3ccccc32)CC1)c1ccc(F)cc1F
 : 2.0	-6	-7	.	-1.3	.	-12	-11	.
> CC1(C)CC(=O)C2=C(C1)N(Cc1cccnc1)C(=O)C2(NC(=O)C1CC1)C(F)(F)F (stereo not given)
 : .	-2	-8	-3.9	-2.7	-6	-6	-4	0.3
> Cc1ccc(C(=O)NCCCNC(=O)COc2ccc(Cl)cc2)cn1
 : 0.9	1	-15	-1.3	-1.6	6	6	3	-0.6
> COC(CNS(=O)(=O)c1cccc2nonc12)OC
 : -1.1	19	3	-1.9	1.3	5	-22	-1	1.9
> CCOC(=O)c1ccc(Nc2c(OCC)c(=O)c2=O)cc1
 : 1.0	1	27	-0.8	5.3	-9	3	8	-0.7
> O=C(Nc1ccccc1)N1CCC(C(=O)N2CCN(c3ccccc3F)CC2)CC1
 : 2.5	1	-1	-3.0	-0.4	9	3	3	0.8
> CC1CCCN(C(=O)CSc2ncccn2)C1 (stereo not given)
 : 0.0	11	-6	-1.7	-1.8	10	-4	-4	1.9
> CCCNC(=O)CSc1nc2ccccc2c(=O)n1CCC
 : 4.2	5	-5	-2.3	-0.4	0	0	-2	-1.0
> COc1cc(CN2CCC(C(=O)NC3CCCC3)CC2)ccc1O
 : .	-5	3	-0.5	0.2	0	6	-4	0.7
> O=C(Nc1ccncc1)c1cccc(S(=O)(=O)N2CCN(c3ccc(F)cc3)CC2)c1
 : 0.3	9	-9	-3.6	-4.2	1	5	-4	-0.8
> Cn1nc(OCCOc2ccccc2)ccc1=O
 : .	12	.	-0.7	.	2	-4	.	-0.8
> CCc1cccc(C)c1NC(=S)N1CCCCC1c1cccnc1 (stereo not given)
 : 0.2	-1	-8	0.6	-0.4	-4	-1	-2	1.2
> Cc1cnc(NC(=O)CSC(=S)N2CCOCC2)s1
 : 1.0	-5	-6	-2.3	-0.3	11	3	-2	-0.6
> COc1ccc(S(=O)(=O)N(CC(=O)NCc2ccco2)c2ccccc2)cc1OC
 : .	5	12	1.2	0.2	-6	1	-2	-1.4
> CCN1CCN(CC(O)COC(c2ccccc2)c2ccccc2)CC1 (stereo not given)
 : 1.7	-3	-7	-1.2	-1.0	-1	-3	4	-0.8
> COc1ccccc1N(Cc1ccccc1)S(=O)(=O)c1cccc(C(=O)O)c1
 : -1.4	29	2	-3.8	0.3	5	4	0	0.8
> NC(=O)Cn1nnc(-c2ccc(C(F)(F)F)cc2)n1
 : .	-2	-10	-4.7	?	-2	-3	-2	-0.9
> COC(=O)CCc1n[nH]c(=O)[nH]c1=O
 : -10	12	-4	-1.7	0.2	3	7	-5	-0.2
> Cc1cc(Cl)c(S(=O)(=O)N2CCSCC2)cc1OCC(N)=O
 : .	4	1	-1.5	0.8	23	1	3	-1.6
> COc1ccc(S(=O)(=O)N2CCOCC2)cc1C(=O)Nc1cc(C)on1
 : .	-3	-10	-1.2	-0.3	-7	6	-2	0.6
> N#C/C(=C/c1ccc(Br)o1)C(N)=O
 : .	14	7	-0.1	0.8	-4	-1	-10	1.4
> CC(=O)c1ccc(NC(=O)C(NC(=O)c2ccccc2)=C(C)C)cc1
 : 1.3	9	-2	-0.2	-0.6	1	3	-2	-1.6
> CC1=C(C(=O)Nc2ccccn2)C(c2ccc(N(C)C)cc2)n2ncnc2N1 (stereo not given)
 : -1.9	1	-10	-2.7	-1.8	-4	-6	-6	-1.7
> Cc1cc(C)n(-c2nc3c(c(=O)[nH]c(=O)n3C)n2CC(O)c2ccccc2)n1 (stereo not given)
 : .	-1	?	-0.1	-1.1	0	3	0	0.6
> COCc1cc(C)nc(SCC[N+](C)(C)CC(=O)Nc2cccc(C)c2)c1C#N
 : 0.0	6	-2	-0.6	0.0	4	4	-3	-0.3
> N#CCCN(Cc1ccccc1)C(=O)c1cccs1
 : 1.8	1	-1	-3.0	0.3	4	3	0	-0.6
> Clc1ccccc1-c1nc2ccccc2c2nncn12
 : .	-8	-4	-2.0	0.3	3	-1	3	0.3
> O=C(c1ccccc1)C1Oc2ccccc2C2CC(c3cccs3)=NN12 (stereo not given)
 : 1.2	-2	7	-2.7	-0.4	14	-7	-4	0.6
> COC1(OC)N=C(N)C2(C#N)C(c3ccc(F)cc3)C12C#N (stereo not given)
 : .	-3	-3	?	-0.2	-11	-1	0	0.0
> Cc1cccc2cc(/C=N/NC(=O)CN3CCOCC3)c(Cl)nc12
 : .	1	-4	-0.4	0.0	1	0	-5	-0.2

Continued:
Each structure is followed by: TcdB inh	CCHF vOTU inh	BoNT-F LC inh	FadD28 binding	BoNT-A LC inh2	Yp Topo-I inh	PrPC surface inh	Anthrax LF prot	PfHsp40 rescue
> CCCCOC(=O)c1ccc(NC(=O)C2CCCO2)cc1 (stereo not given)
 : .	8	17	-1.4	2.8	9	10	2	1.0
> CCOP(=O)(OCC)C1(O)C(=O)Nc2ccccc21 (stereo not given)
 : .	-2	0	0.9	0.1	7	-6	1	-0.8
> Cc1ccc(O)c(NC(=O)c2ccco2)c1
 : .	6	10	-2.1	-0.3	0	-3	6	-0.5
> O=C(CCc1ccccc1)N/N=C\C1CC=CCC1 (stereo not given)
 : -0.1	-2	-15	-2.6	-8.5	-6	-3	-7	0.1
> Cc1ccc(NC(=O)N2CCC(C(N)=O)CC2)cc1
 : .	3	10	-1.8	0.9	2	9	-2	0.2
> CSc1ccccc1NC(=O)c1noc2c1CCC2
 : .	-12	-13	-3.2	0.2	7	4	-5	-0.1
> COc1cccc(/C=C/C(=O)OCC(=O)c2ccc3c(c2)NC(=O)CO3)c1OC
 : -0.3	-15	-3	-1.6	-0.6	3	-6	1	-0.1
> CCN(CC)c1ccc(NC(=O)CCNC(=O)c2ccco2)cc1
 : -20	8	-5	0.0	0.0	0	4	0	2.3
> COc1ccc(OC)c(Cc2nnc(CCC(=O)NC3CCCCC3)o2)c1
 : 0.9	-4	3	-0.8	0.1	3	-1	0	-1.9
> Cc1ccc(C)c(S(=O)(=O)N2CCCCC2CCNC(=O)C(=O)NCc2ccccc2)c1 (stereo not given)
 : 0.2	0	24	-1.5	6.3	27	1	8	-0.9
> CC(C)(C)NC(=O)CSC(=Nc1cccc(F)c1)NC#N
 : .	-1	-2	-4.1	0.6	4	6	-2	0.2
> O=c1[nH]c2ccccc2nc1/C=C/c1ccc(O)cc1
 : 4.4	4	1	-2.2	1.0	-24	-24	0	-1.5
> O=S(=O)(NNc1ccc(F)cc1F)c1cccc(Cl)c1
 : -0.3	2	-10	1.1	-0.1	9	-4	0	2.0
> O=c1cnc2ccccc2n1CC1CCCCC1
 : 1.2	-4	-4	-0.5	0.5	-2	2	4	-0.7
> COc1ccccc1NC(=O)CSc1nnc(-c2ccncc2)o1
 : .	-5	0	1.5	0.6	-2	2	2	-0.8

Complete entries from above. Order of screens: TcdB inh	CCHF vOTU inh	BoNT-F LC inh	FadD28 binding	BoNT-A LC inh2	Yp Topo-I inh	PrPC surface inh	Anthrax LF prot	PfHsp40 rescue
`CC(C)(C)NC(=O)CSC(=Nc1cccc(F)c1)NC#N` across the screens: .	-1	-2	-4.1	0.6	4	6	-2	0.2
`COc1ccccc1NC(=O)CSc1nnc(-c2ccncc2)o1` across the screens: .	-5	0	1.5	0.6	-2	2	2	-0.8
